HCMV antiviral: blocks human cytomegalovirus replication; 410,000 compounds, 4.5% hits; activity change, negative = inhibition, % at 57.5 µM; HFF cells, HCMV-luciferase reporter, 72 h; stronger effect = lower value; in the data active = activity change below about -60%; inconclusive = no clear call, values can overlap the other calls; inactive = above about -39%; also: % is scaled to controls: 0 for no effect and ±100 for the full control effect
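Steps: HFFs plated, 16 h 37C; compounds added; HCMV-luciferase added to MOI 1 PFU/cell; 72 h 37C; OneGlo reagent, 5 min room temperature; luminescence read, normalized to controls.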
FBPA Giardia inh: Giardia lamblia aldolase inhibition. purified Giardia FBPA. Potency, µM (highest dose often 59.6 µM), for the others: at the highest dose activity, negative = inhibition, hits mostly inhibitors. 290,000 compounds, 0.71% hits. A8B2U2; also: potency is read from the fitted curve at half-maximal effect; % is scaled to controls: 0 for no effect and ±100 for the full control effect; nearly all actives have a fitted effect of over 55% in size
Target sequence (A8B2U2 whole entry, looked up): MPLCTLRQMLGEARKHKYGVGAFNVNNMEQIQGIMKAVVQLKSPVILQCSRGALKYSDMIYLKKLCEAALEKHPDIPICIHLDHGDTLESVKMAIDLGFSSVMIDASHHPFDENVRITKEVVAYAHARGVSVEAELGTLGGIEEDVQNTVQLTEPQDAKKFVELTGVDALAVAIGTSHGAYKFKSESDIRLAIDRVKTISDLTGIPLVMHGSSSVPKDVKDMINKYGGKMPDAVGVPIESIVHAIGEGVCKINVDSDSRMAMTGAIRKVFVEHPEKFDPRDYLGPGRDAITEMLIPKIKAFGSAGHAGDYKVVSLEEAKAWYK
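40 nM FBPA preincubated 10 min at RT with compound (up to 57.5 uM final), then substrate plus GAPDH/TPI/NAD/arsenate coupling and diaphorase/resazurin added. Fluorescence read after 20 min at RT, 525/598 nm.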
CHX counter: affects cycloheximide protein synthesis inhibition readout, counter-screen. cell reporter, cycloheximide protein synthesis inhibition counterscreen. max response, %. 300,000 compounds, 12% hits; in the data active = max response mostly above about 13%, no sharp cut-off; inactive = mostly below about 14%; also: read at 38.3 µM for the half of the compounds with a filed dose; 0% is about no effect
AmpC no deterg: blocks E. coli AmpC beta-lactamase in detergent-free assay; P00811; AmpC nitrocefin hydrolysis, absorbance 480 nm, 0.0001% Triton; Potency, µM (titrated, usually from 57.1 µM), for inactives: at the top dose activity change, negative = inhibition, usual class: inhibitors; 330,000 compounds, 0.52% hits; AID 485341;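 also: potency is read from the fitted curve at half-maximal effect; plate controls were no compound for no effect and no enzyme for full effect; nearly all actives have a fitted effect of over 20% in size; some results filed as inactive show a strong effect at the top dose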
Target sequence (P00811 whole entry, looked up): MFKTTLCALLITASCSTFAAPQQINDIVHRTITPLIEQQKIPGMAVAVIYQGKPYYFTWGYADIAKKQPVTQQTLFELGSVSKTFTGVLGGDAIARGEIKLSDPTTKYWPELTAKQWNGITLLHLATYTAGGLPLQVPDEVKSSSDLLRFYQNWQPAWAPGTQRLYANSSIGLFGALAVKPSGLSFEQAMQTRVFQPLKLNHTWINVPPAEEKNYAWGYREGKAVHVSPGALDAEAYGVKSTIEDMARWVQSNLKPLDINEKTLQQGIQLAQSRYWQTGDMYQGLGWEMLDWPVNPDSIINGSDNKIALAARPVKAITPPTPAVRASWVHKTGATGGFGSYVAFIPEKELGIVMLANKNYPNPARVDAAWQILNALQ
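AmpC (5.3 nM in the dispensed reagent) in 20 mM phosphate pH 7.0 with 0.01% (detergent screen) or 0.0001% Triton X-100 was preincubated with compounds for 15 min at room temperature. Nitrocefin was then added from an 800 uM solution, and hydrolysis was followed at 480 nm.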
AmpC inh detg: AmpC beta-lactamase inhibition with detergent present. P00811. AmpC hydrolysis of nitrocefin, absorbance 480 nm, 0.01% Triton. Potency, µM (doses to about 114 µM), for the others: at the highest dose activity change, negative = inhibition, hits mostly inhibitors. 370,000 compounds, 0.041% hits. AID 485294;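 also: potency is read from the fitted curve at half-maximal effect; 0% = no-compound wells and -100% = no-enzyme wells; nearly all actives have a fitted effect of over 25% in size; some results filed as inactive show a strong effect at the top dose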
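AmpC (5.3 nM in the dispensed reagent) in 20 mM phosphate pH 7.0 with 0.01% (detergent screen) or 0.0001% Triton X-100 was preincubated with compounds for 15 min at room temperature. Nitrocefin was then added from an 800 uM solution, and hydrolysis was followed at 480 nm.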
Shiga toxin inh: blocks Shiga toxin action in Vero cells | inhibition, % at 38.7 µM | Vero cells, Shiga toxin protein synthesis inhibition reporter | 290,000 compounds, 9.2% hits | AID 2315; in the data active = inhibition mostly above about 28%, no sharp cut-off; inactive = mostly below about 43%; also: 0% is about no effect
AMA1-RON2 inh: inhibitors of Plasmodium falciparum AMA1-RON2 interaction; AlphaScreen AMA1-biotinylated RON2 peptide binding; Potency, µM (titrated, usually from 58.2 µM), without a hit: at the top dose activity change, negative = inhibition, usual class: inhibitors; 360,000 compounds, 0.2% hits; AID 720542;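 also: potency is read from the fitted curve at half-maximal effect; 0% = vehicle wells and -100% = peptide control; nearly all actives have a fitted effect of over 45% in size; some results filed as inactive show a strong effect at the top dose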
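AMA1 (3D7) with his tag at 25 nM final met compounds first, then biotinylated RON2 peptide at 25 nM; detection used donor plus acceptor beads, 10 µg/mL apiece, read by AlphaScreen after 30 min at room temperature.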
* marks the source's active call; other numbers are inactive results; ? = inconclusive; · = not tested or not shown; & = joins results of further samples; [ ] = dose if it differs, or a comment. Unless noted, calls follow the shape of the dose curve; as a rule, active = well fitted curve in the direction sought with a large enough effect; inconclusive = small, poorly fitted or top-dose-only effect, or another doubt; inactive = no such curve, though single readings can be large; an effect the other way counts as inactive or inconclusive. Not a hit list. Share with any hit: about 16%.

entry	Molecule	HCMV antiviral	FBPA Giardia inh	CHX counter	AmpC no deterg	AmpC inh detg	Shiga toxin inh	AMA1-RON2 inh
1	CC(C)CCOP(=O)(c1ccc(N(C)C)cc1)C(Nc1ccccc1)c1ccc(N(C)C)cc1 (stereo unspecified)	-21	-4%	3	12%	6%	5	?
2	OCC1(Cc2ccccc2)CCCN(Cc2cn[nH]c2-c2ccccc2)C1 (stereo unspecified)	-18	3%	1	-3%	6%	22	0%
3	COC(=O)c1ccc(NC(=O)CCOc2ccccc2)cc1	-37&-35	3%	22*	-18%	5%&17%	37	1%
4	CC(C)c1ccc(NC2CCCN(C(=O)CN3CCCC3=O)C2)cc1 (stereo unspecified)	0	-6%	9	34%	-6%	-2	-9%
5	CN(Cc1ccccc1)S(=O)(=O)c1ccc2c(c1)NC(=O)CC(=O)N2	9	2%	-1	-24%	-5%	-3	32%[activator]
6	Cc1nn(Cc2ccc(F)cc2)c(C)c1NC(=O)c1cc(-c2ccc3c(c2)OCO3)on1	-25	6%	11	-21%	-16%	-18	0%
7	CC(C)(C)S(=O)(=O)/C(C#N)=C/Nc1ccccn1	-8	2%	-3	-11%	-16%	-7	9%
8	Cc1ccc(S(=O)(=O)NC2=NCN(C3CCN(Cc4ccccc4)CC3)CN2)cc1	15	1%	-1	-8%	-12%	16	-8%
9	CC1=C(C(=O)OCc2ccccc2)C(c2ccc(-c3ccccc3)cc2)NC(=O)N1CCCCCC(=O)O (stereo unspecified)	13	16%	3	6%	-21%	7	-14%
10	NC(=O)c1cnn(-c2ccc3ccccc3c2)c1N	57	-5%	24*	-11%	-1%	39	9%
11	CCNC(=O)COC(=O)CCC(=O)c1ccc(F)cc1	-20	4%	5	-21%	1%	1	0%
12	COCCCNC(=O)C1CCC(CNS(=O)(=O)c2ccc3c(c2)CC(C)N3C(=O)C2CC2)CC1 (stereo unspecified)	-22	·	-2	103%[activator]	2%	-6	12%
13	CC1CCCN(CC(=O)NC(=O)NC2CCCCC2)C1 (stereo unspecified)	-6	·	·	11%	?	·	-2%
14	Cc1ccc(C(=O)Nc2ccc(N3CCOCC3)nc2)cc1	-4	0%	20*	-11%	-7%	75*	-13%
15	COC(=O)CNC(=O)CN1C(=O)N(c2ccc(Cl)cc2)C(N(O)C(=O)Nc2ccc(Cl)cc2)C1(C)C (stereo unspecified)	34	·	8	141%[activator]	3%	14	8%
16	Cc1ccc(N(CN2CCCC2=O)C(=O)c2ccc(OC(C)C)cc2)cc1	-19	-2%	1	88%[activator]	?	-9	2%
17	N#C/C(=C\c1c(Cl)cccc1Cl)c1nn(-c2ccccc2)c(-n2cccc2)c1C#N	?	-2%	1	-37%	8%	-1	-6%
18	COc1ccccc1N1CCN(/N=C\c2ccc(C)o2)CC1	40	-7%	45	28%	-15%	100*	-4%
19	CCOc1ccccc1N1CCN(Cc2cn[nH]c2-c2ccc(F)cc2)CC1	-9	0%	-3	54%	3%	-8	-7%
20	COc1cccc(C(=O)NNC(=O)c2ccccc2-n2cccc2)c1	-11	3%	10	-17%	-17%	-17	38%[activator]
21	CN(CC(=O)Nc1cccc(F)c1)C(=O)C1=COCCO1	-16	·	·	-18%	-11%	·	20%
22	COc1ccccc1NC(=O)CN(C)S(=O)(=O)c1ccc2c(c1)CCC(=O)N2	31	6%	-7	-3%	?	-25	7%
23	O=C(Cn1c(=O)oc2ccccc21)Nc1ccccc1C(F)(F)F	-21	-9%	-2	-12%	-5%	16	-2%
24	C/C(CCc1ccccc1)=N/NC(=O)C(=O)NCc1ccccc1	17	-5%	0	-21%	3%	-9	12%
25	CCCCOCCCNC(=O)CC(C)c1ccccc1 (stereo unspecified)	19	3%	6	1%	-5%	11	0%
26	O=C(NCc1cccc(Cl)c1)C1CCCO1 (stereo unspecified)	-8	2%	-4	-5%	?	12	20%
27	COC(CNC(=O)c1coc2nc3ccccc3nc12)OC	88	-20%	14	-33%	8%	3	-8%
28	O=C(c1cc2ccccc2o1)N1CCN(CCOc2ccccc2)CC1	-26	·	·	76%[activator]	6%	·	-25%
29	Cn1cc(SCC(=O)Nc2ccc3c(c2)OCO3)c2ccccc21	17	-13%	3	-41%	?	11	11%
30	O=C(NCCCn1cccn1)C1CCC(=O)N(Cc2ccccc2F)C1 (stereo unspecified)	0	8%	-3	-9%	?	-8	-2%
31	COc1ccc(OC)c(NC(=O)C2CCCN(S(C)(=O)=O)C2)c1 (stereo unspecified)	3	4%	1	-15%	3%	-6	-2%
32	CCCC1=Nc2cc(C(=O)NCCCOC(C)C)ccc2Sc2ccccc21	?	5%	-4	172%[activator]	?	-5	-11%
33	Fc1ccc(CSc2nnc(CN3CCOCC3)n2-c2ccccc2)c(Cl)c1	-3	-3%	-2	116%[activator]	-5%	-10	-5%
34	Cc1ccc(NC(=S)N(CCCN2CCN(C)CC2)Cc2cccs2)cc1	52	-2%	-3	125%[activator]	1%	-7	-22%
35	Cc1cccc(C)c1N1C(=O)CC(N(O)c2ccccc2)C1=O (stereo unspecified)	24	0%	-1	-12%	6%	26	-12%
36	Cc1ccc(C(=O)NNc2ncnc3ccccc23)cc1	20	-8%	38*	-21%	2%	76*	88%[activator]
37	FC(F)Sc1ccc(NC(=S)N2CCN(c3ccccn3)CC2)cc1	-2	-1%	-2	-31%	?	-6	0%
38	Cc1ccc(C)c(NC(=S)NNC(=O)c2ccc(Br)o2)c1	-1	6%	16*	-24%	-2%	70*	144%[activator]
39	c1ccc(C[n+]2c(-c3ccccc3)csc2Nc2ccccc2)cc1	2	6%	15*	-22%	?	36	-3%
40	Cn1cc(CN2CCC(C(O)c3cccs3)CC2)c(-c2ccccc2F)n1 (stereo unspecified)	8	1%	0	-2%	2%	-5	-7%
41	CC(=O)O/N=C(/C)c1ncc(C(F)(F)F)cc1N1CCOCC1	22	-1%	-3	16%	-1%	-14	0%
42	Cc1ccc(CNc2ncnc3ccc(-c4c(C)noc4C)cc23)cc1	·	-1%	13	·	·	25	·
43	CC[C@]1(C(=O)OC)[C@H]2C(=O)N(Cc3ccccc3)C(=O)[C@H]2[C@H]2CN=C(SCc3ccccc3)N21	-21	·	·	19%	·	·	0%
44	O=C(CN1CCC(Cc2ccccc2)CC1)NC(=O)NCc1ccco1	3	5%	-4	5%	1%	-9	-11%
45	CN(Cc1ccccc1F)C(=O)C(Cc1ccccc1)NC(=O)c1ccccc1 (stereo unspecified)	·	·	·	-11%	-17%	·	-3%
46	COC(=O)c1ccc(C)c(NC(=O)C2CC(=O)N(C3CCCC(C)C3C)C2)c1 (stereo unspecified)	-14	·	·	78%[activator]	-10%	·	10%
47	CCC(O)C1CCN(C(=O)c2ccc(OC3CCN(Cc4ccccn4)CC3)cc2)CC1 (stereo unspecified)	-16	·	11	28%	1%	-7	59%[activator]
48	CCCCN(CCCC)C(=S)N/N=C/c1c(C)[nH]n(-c2ccccc2)c1=O	-1	?	1	-22%	3%	-9	114%[activator]
49	CCOc1cc(C(=O)N=c2sccn2C)cc(Br)c1OC	-13	3%	12	129%[activator]	-17%	-5	0%
50	Cc1cc(=O)n2c(-c3ccc(Cl)cc3)csc2n1	?	0%	6	-1%	-1%	24	-9%

(list continues)
entry	Molecule	HCMV antiviral	FBPA Giardia inh	CHX counter	AmpC no deterg	AmpC inh detg	Shiga toxin inh	AMA1-RON2 inh
51	COCCCn1c(SCC(=O)OC2CCCCC2)nnc1-c1cccs1	37	-1%	-1	2%	?	86*	18%
52	CC(C)NC(=O)NC(=O)COC(=O)C1(C)CC1(Cl)Cl (stereo unspecified)	15	2%	8	-9%	?	-2	-1%
53	COc1ccc(/C=N/n2cnn(Cc3ccccc3Cl)c2=S)cc1	-12	?	36*	-37%	-6%	44	-9%
54	COc1cccc(OCc2nnc(SCC(=O)NCc3ccco3)n2CCc2ccccc2)c1	33	5%	28	51%	-9%	44	-2%
55	CCc1c(C)nc2ncnn2c1N1CCC(C(=O)NCc2cccs2)CC1	-26	1%	0	-9%	-2%	-9	-8%
56	Cc1ccc(C(=O)CSc2nnc(C)s2)cc1	3	1%	53*	-10%	5%	66*	6%
57	Cn1c(SCC(=O)c2ccccc2)nnc1-c1ccccn1	42	0%	53*	-1%	-4%	113*	-7%
58	CC(C)(C)NC(=O)CSc1nc(-c2ccccc2)c(-c2ccccc2)[nH]1	-13	-6%	-2	16%	-14%	-29	9%
59	CNC(=O)C1C2C=CC3(O2)C1C(=O)N(C1CC1)C3C(=O)NCc1ccc(OC)cc1 (stereo unspecified)	35	2%	-1	-13%	?	-4	-8%
60	COC(=O)CSC1=C(C#N)C(c2ccccc2OC)C(C(=O)OC)C(=O)N1 (stereo unspecified)	5	-9%	-2	-15%	-17%	147	-10%
61	Cc1c(C(=O)N2CCCCC2)sc(NC(=O)C(C)C)c1C#N	1	2%	-2	-20%	?	-7	-1%
62	COc1ccc(C(CC(=O)NCc2ccccc2)Sc2n[nH]c(-c3ccccc3)n2)cc1 (stereo unspecified)	-8	1%	6	-20%	-6%	-11	13%

9 of these compounds, set out differently:
Each structure is followed by: HCMV antiviral, FBPA Giardia inh, CHX counter, AmpC no deterg, AmpC inh detg, Shiga toxin inh, AMA1-RON2 inh
53	COc1ccc(/C=N/n2cnn(Cc3ccccc3Cl)c2=S)cc1
  -12, ?, 36*, -37%, -6%, 44, -9%
54	COc1cccc(OCc2nnc(SCC(=O)NCc3ccco3)n2CCc2ccccc2)c1
  33, 5%, 28, 51%, -9%, 44, -2%
55	CCc1c(C)nc2ncnn2c1N1CCC(C(=O)NCc2cccs2)CC1
  -26, 1%, 0, -9%, -2%, -9, -8%
56	Cc1ccc(C(=O)CSc2nnc(C)s2)cc1
  3, 1%, 53*, -10%, 5%, 66*, 6%
57	Cn1c(SCC(=O)c2ccccc2)nnc1-c1ccccn1
  42, 0%, 53*, -1%, -4%, 113*, -7%
58	CC(C)(C)NC(=O)CSc1nc(-c2ccccc2)c(-c2ccccc2)[nH]1
  -13, -6%, -2, 16%, -14%, -29, 9%
59	CNC(=O)C1C2C=CC3(O2)C1C(=O)N(C1CC1)C3C(=O)NCc1ccc(OC)cc1 (stereo unspecified)
  35, 2%, -1, -13%, ?, -4, -8%
60	COC(=O)CSC1=C(C#N)C(c2ccccc2OC)C(C(=O)OC)C(=O)N1 (stereo unspecified)
  5, -9%, -2, -15%, -17%, 147, -10%
61	Cc1c(C(=O)N2CCCCC2)sc(NC(=O)C(C)C)c1C#N
  1, 2%, -2, -20%, ?, -7, -1%
